# GPR7 antag = GPR7 receptor antagonists, primary screen, cell-based, fluorescence, single concentration; GPR7-expressing cells, fluorescence antagonist assay; inhibition, % at 4.4 µM; actives 1.1% (n = 290,000); AID 1861, 2009; in the data active = inhibition above about 16%, passing the limit was not always enough;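 note: cells stimulated with the agonist NPW; 0% = agonist with vehicle and 100% = vehicle without agonist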
# V1R ag counter = agonists of human V1a receptor, primary screen, counter-screen for OXTR agonist project, fluorescence, CHO-V1R cells; Fluo-8 calcium fluorescence, agonist mode; 0% DMSO, 100% 3 nM vasopressin; AID 2797, 2010; actives 0.25% (n = 320,000); Vasopressin V1a receptor (Homo sapiens), P37288; activation, % at 3 µM;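 active = activation above the mean activation of all tested compounds plus 3 SD, per screening run, cut at about 20% in these data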;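 note: signal is peak over basal fluorescence ratio across a 100 second FLIPR read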
# PHOSPHO1 block = PubChem AID 1565. Phosphoethanolamine/phosphocholine phosphatase (Homo sapiens), Q8TCT1. recombinant PHOSPHO1, absorbance phosphatase assay. inhibition, % at 13.3 µM. actives 1.1% (n = 290,000); in the data active = inhibition above about 60%
# Target sequence (Q8TCT1 whole entry, looked up): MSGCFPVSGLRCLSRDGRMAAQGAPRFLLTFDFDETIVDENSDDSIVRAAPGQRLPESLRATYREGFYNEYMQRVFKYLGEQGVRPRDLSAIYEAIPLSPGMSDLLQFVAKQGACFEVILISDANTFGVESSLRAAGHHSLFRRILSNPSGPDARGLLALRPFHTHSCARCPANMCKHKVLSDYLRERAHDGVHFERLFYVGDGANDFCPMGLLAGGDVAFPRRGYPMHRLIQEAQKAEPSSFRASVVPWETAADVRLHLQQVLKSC
# NALP1 inh = NALP1 inflammasome inhibitors in reconstituted yeast, colorimetric, S. cerevisiae, triplicate retest; actives 0.61% (n = 280,000); inhibition, % at 10 µM; S. cerevisiae NALP1/ASC/caspase-1 growth, X-gal OD620, 72 h; in the data active = inhibition mostly above about 24%, no sharp cut-off; inactive = mostly below about 32%; note: some compounds called inactive have numbers as strong as hits
# MEKK2mut PB1 HTS = MEK5 binding signal on mutant MEKK2 PB1, primary screen, biochemical, multiplex bead flow cytometry, Alexa488-MEK5; Alexa488-MEK5 binding to MEKK2 mutant; AID 1530, 2009; actives 0.35% (n = 290,000); percent response, % at 10 µM; in the data active = percent response above about 24%, passing the limit was not always enough; note: inactives centre near 1; some results filed as inactive read as strong as hits; reference of the scale not given here
# GalR3 antagonist = GalR3 antagonists in HEK293 cells, primary screen, cell-based, fluorescence readout | Galanin receptor type 3 (Homo sapiens), O60755 | HEK293 GalR3-CNG cAMP membrane potential fluorescence; galR3 body fused to GalR1 C-terminus | inhibition, % at 3 µM | actives 0.44% (n = 360,000);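 active = inhibition above the screen-wide average plus 3 SD, cut at about 13% in these data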;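 note: forskolin and galanin both at EC90 stimulate the cells; cAMP rise reported by CNG channel membrane potential dye signal; 0% = forskolin plus galanin with DMSO and 100% = forskolin alone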
# OXTR ag = human OXTR agonists, primary screen, fluorescence, CHO-OTR cells, Fluo-8 calcium | Oxytocin receptor (Homo sapiens), P30559 | Fluo-8 calcium fluorescence; normalized: DMSO 0%, oxytocin 100% | activation, % at 3 µM | actives 0.32% (n = 320,000) | AID 2435, 2010;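 active = activation above the mean of all tested compounds plus 3 SD, cutoff set per screening run, cut at about 20% in these data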;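 note: peak over basal fluorescence ratio from a 100 s FLIPR kinetic read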
# MEKK2wt PB1 HTS = modulators of MEK5 binding to wildtype MEKK2, primary screen, biochemical, multiplex bead flow cytometry, Alexa488-MEK5. Mitogen-activated protein kinase kinase kinase 2 (Homo sapiens), Q9Y2U5. Alexa488-MEK5 binding to MEKK2 WT; actives lie on both sides. binding response (% of control), % at 10 µM. actives 1.1% (n = 290,000); in the data active = binding response below about 67% or above about 130%
# MEKK3 PB1 HTS = modulators of MEKK3-MEK5 PB1 binding, primary screen, biochemical, wildtype MEKK3, multiplex bead flow cytometry, Alexa488-MEK5. Mitogen-activated protein kinase kinase kinase 3 (Homo sapiens), Q99759. bead-based flow cytometry, Alexa488-MEK5 binding to MEKK3; actives lie on both sides; 0 = blocked by unlabeled MEK5, 100 = vehicle. binding response (% of control), % at 10 µM. actives 1.4% (n = 290,000);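 active = binding response more than 3 SD above or below the average of its plate-row segment, actives on both sides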;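 note: Alexa488 bead fluorescence after subtracting the streptavidin-only scavenger bead signal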
# Target sequence (Q99759 whole entry, looked up): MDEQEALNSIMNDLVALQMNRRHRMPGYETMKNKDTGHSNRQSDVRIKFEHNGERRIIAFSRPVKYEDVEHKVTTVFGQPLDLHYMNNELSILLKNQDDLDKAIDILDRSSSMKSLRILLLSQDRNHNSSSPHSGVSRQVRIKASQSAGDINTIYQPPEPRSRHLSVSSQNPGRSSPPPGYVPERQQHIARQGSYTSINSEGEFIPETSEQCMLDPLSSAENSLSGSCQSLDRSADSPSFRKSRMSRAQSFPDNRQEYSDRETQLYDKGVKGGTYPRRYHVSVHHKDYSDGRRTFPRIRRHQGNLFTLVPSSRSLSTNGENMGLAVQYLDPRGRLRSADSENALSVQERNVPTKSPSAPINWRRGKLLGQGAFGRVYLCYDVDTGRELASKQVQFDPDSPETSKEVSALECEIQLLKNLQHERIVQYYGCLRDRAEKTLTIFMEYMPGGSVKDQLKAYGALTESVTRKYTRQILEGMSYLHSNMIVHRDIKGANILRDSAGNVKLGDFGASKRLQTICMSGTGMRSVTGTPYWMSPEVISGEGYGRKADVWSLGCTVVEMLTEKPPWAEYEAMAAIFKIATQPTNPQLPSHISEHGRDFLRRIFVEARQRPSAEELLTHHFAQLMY
# Numbers without * were called inactive; x = not tested or not shown.
SMILES,GPR7 antag,V1R ag counter,PHOSPHO1 block,NALP1 inh,MEKK2mut PB1 HTS,GalR3 antagonist,OXTR ag,MEKK2wt PB1 HTS,MEKK3 PB1 HTS
O=C(CN(Cc1ccccc1)C(=O)CNS(=O)(=O)c1ccc(F)cc1)NCC1CCCO1 (configuration not stated),-4,0.8,32,2,2,-7,-0.4,100,101
CCOc1ccc(C(=O)NC(=S)Nc2cccnc2)cc1,-2,0.4,7,21,-2,-5,-0.5,93,106
O=C(c1cc2ccccc2o1)N1CCC(N2CCC(C(=O)N3CCCC3)CC2)CC1,-4,-0.6,-20,9,0,-4,-0.7,98,98
O=C(O)c1cccc(N=NN2CCOCC2)c1,-14,0.0,-3,4,-5,2,1.0,100,93
COC(=O)[C@@H](NC(=O)NC1CCCc2ccccc21)C(C)C (some centres not stated),-6,-1.0,11,-24,2,-1,-1.2,104,98
N#Cc1cccc(-c2nnc(SCc3ccccc3C#N)o2)c1,-2,-0.4,-21,9,-4,0,1.1,98,100
O=c1c2ccccc2c2ccccc2c(=O)n1-c1ccccc1,21,0.7,50,-3,-5,-6,0.3,99,97
COC(=O)c1ccc(CNC(=O)c2ccc3oc(C(C)C)nc3c2)cc1,-2,0.5,18,6,9,-3,-0.9,107,102
COc1ccc(OC)c(Nc2nc(-c3ccccc3O)nc3ccccc23)c1,-7,0.8,38,3,-1,-4,2.0,100,101
CCOC(=O)c1nn(-c2ccc3c(c2)CCN3C(C)=O)cc1O,-11,-0.8,23,15,-8,1,-0.6,90,87
CC(OC(=O)c1cccs1)C(=O)NCc1ccco1 (configuration not stated),-3,0.6,20,2,-1,-4,0.1,101,101
CC1CCCCC1NC(=O)Cn1nnc(-c2ccc(Cl)cc2)n1 (configuration not stated),21,0.3,-28,28,-4,-4,-1.6,95,95
O=[N+]([O-])c1ccc2c(c1)ncn2-c1ccccc1,10,-0.3,5,18,19,-2,-2.3,101,104
Cc1cc(=O)oc2cc(OCC(=O)OCC(=O)Nc3ccc4ccccc4c3)ccc12,-9,4.0,-9,26,-1,-3,6.1,96,95
O=C(O)c1cc(S(=O)(=O)Nc2ccc(N3CCCCC3)cc2)ccc1Cl,-15,-0.2,7,-5,3,-4,0.0,104,102
O=C(Nc1ccccc1C(=O)O)c1cc(S(=O)(=O)N2CCCCCC2)ccc1Cl,-17,1.0,16,12,1,-7,0.9,102,100
NCCCCCc1nnc(SCc2ccccc2Cl)o1,6,0.0,-5,11,13,-4,1.4,110,104
Cc1ccc2c(C)c(C(=O)N(Cc3ccc(N(C)C)cc3)C3CCS(=O)(=O)C3)oc2c1 (configuration not stated),0,-0.8,28,-1,0,x,-1.3,94,99
CN1CCc2c(n(CC(O)CN3CCN(CCO)CC3)c3ccccc23)C1=O (configuration not stated),-12,1.3,2,1,-2,1,1.2,103,100
O=c1nc(/C=C/c2cc([N+](=O)[O-])ccc2Cl)cc(C(F)(F)F)[nH]1,-8,-0.2,33,38,0,2,-0.6,101,95
CC(C)(C)CC(=O)Nc1ccc(S(=O)(=O)N2CCCC2)cc1,4,0.1,-5,27,-8,-2,0.2,90,94
COc1ccc(C(=O)OCC(=O)Nc2ccc(F)c(F)c2)cc1OC,3,6.5,-3,2,3,6,5.8,106,105
CC1CCC(NC(=O)Cn2c(=O)oc3cc(S(=O)(=O)N4CCCC4)ccc32)CC1 (configuration not stated),-10,3.1,25,7,6,3,1.9,113,102
Nc1ncnc(NNC(=O)CNC(=O)c2c(F)cccc2Cl)c1[N+](=O)[O-],-15,-0.4,44,0,6,-2,-0.1,108,101
COc1ccc2c(c1)C1(C)CC(C)(C)N2C(=O)N1c1ccccc1 (configuration not stated),-17,-0.1,8,17,2,0,8.5,98,99
Cc1cc(NC(=O)COc2cccc([N+](=O)[O-])c2)no1,15,2.3,30,8,-1,0,-0.4,96,95
O=C(CCc1ccccc1)c1nnc(-c2ccccc2)o1,1,-0.4,28,-3,-4,-5,-2.0,101,103
O=C1CCC([N+](=O)[O-])C(c2ccc(Br)cc2)N1 (configuration not stated),-2,0.0,-8,11,1,1,-0.3,105,133*
CCN1CCSc2ccc(C(=O)NCc3cc(Br)ccc3OC)cc21,-3,-1.1,-82,-3,-3,x,-1.2,99,102
Cc1c(OC(C)C(=O)NCC2CCC(C(=O)O)CC2)ccc2c3c(c(=O)oc12)CCCC3 (configuration not stated),-11,0.9,20,5,2,-4,0.2,105,102
CCN(CCO)Cc1csc2ccc(Br)cc12,0,1.0,12,64,-3,-1,0.2,97,94
CCOc1ccc(CC(=O)Nc2sc(Cc3ccccc3)c(C)c2C(N)=O)cc1OCC,-17,0.9,-60,4,-3,-1,1.3,97,102
Cc1nn(-c2nc3ccccc3[nH]2)c(N)c1-c1ccccc1,-11,0.2,5,14,2,-4,-0.8,98,103
COc1ccccc1N=c1c2c([N+](=O)[O-])cc([N+](=O)[O-])cc2n(O)n1-c1ccccc1OC,-1,1.3,24,-8,-13,x,-0.3,74,83
CCn1c(CCCNC(=O)c2ccc(F)cc2)nc2ccccc21,-5,0.2,-2,18,8,x,-0.7,103,100
CCCOc1ccc(S(=O)(=O)N2CCN(C)CC2)c2ccccc12,-12,6.4,32,37,-3,-9,2.3,103,106
C=CCOc1ccc(-c2nc3c(c(=O)[nH]c(=O)n3CCCC)n2C)cc1OC,-18,-0.4,47,-3,-1,2,1.4,102,99
O=C(CSc1nnc(SCc2cccc3ccccc23)s1)N/N=C/c1c[nH]c2ccccc12,-2,-0.8,-2,35,-1,-7,-1.0,107,98
O=C(CCc1nnc2ccc(N3CCCC3)nn12)Nc1ccc(F)cc1F,-5,-0.2,44,-3,14,0,0.1,103,102
O=S(=O)(c1ccc(Br)cc1)N1CCCc2ccccc21,-10,-1.3,24,18,9,-3,-2.6,103,104
Nc1nnnn1CC(=O)N/N=C/C=C/c1ccccc1,-18,0.6,27,x,15,-5,1.3,109,112
O=C(Nc1ccc(F)cc1)c1ccc(Br)c(S(=O)(=O)N2CCOCC2)c1,-6,9.5,54,12,-6,-6,13,95,101
N=c1c(S(=O)(=O)c2ccc(Cl)cc2)cc2c(=O)n3ccccc3nc2n1Cc1cccnc1,-8,0.1,8,6,-2,x,0.2,98,99
Cc1[nH]c2ccccc2c1C(=O)CSc1cccc[n+]1[O-],-7,0.4,23,2,5,-5,1.4,103,103
COc1c(N2CCN(C(=S)Nc3ccc(F)cc3)C(C)C2)c(F)cc2c(=O)c(C(=O)O)cn(C3CC3)c12 (configuration not stated),-3,-0.1,28,-1,4,-1,-0.1,106,102
CCN(c1ccccc1)C1(O)C(=O)c2ccccc2C1=O,20*,1.3,-4,-1,-15,-3,0.3,83,86
CC(=O)CCc1ccc(OCCCCN2CCC(Cc3ccccc3)CC2)cc1,9,4.3,42,28,11,-8,4.0,121,105
O=C(c1cc2ccc([N+](=O)[O-])cc2oc1=O)N1CCOCC1,-12,0.7,20,-9,11,0,0.5,104,105
COc1ccc(CCNC(=O)COc2ccc(N(C)S(=O)(=O)c3ccc(Cl)cc3)cc2)cc1,6,x,28,26*,7,-8,x,110,100
COc1cc2c(cc1NC(=O)c1ccccc1F)CCCC2,-5,-1.3,-3,15,-5,-4,-2.0,96,97
# (cont.)
SMILES,GPR7 antag,V1R ag counter,PHOSPHO1 block,NALP1 inh,MEKK2mut PB1 HTS,GalR3 antagonist,OXTR ag,MEKK2wt PB1 HTS,MEKK3 PB1 HTS
COc1cccc(CN2C(=O)C(C)Oc3ccccc32)c1 (configuration not stated),-5,-0.5,6,12,11,-3,-2.2,109,109
CC(C)(C)c1ccc(S(=O)(=O)N2CCCCC2)cc1,1,-0.4,4,26,-1,-1,-2.6,97,97
COc1ccc(-c2cc(C(F)(F)F)c(C#N)c(SCC(=O)Nc3ccc(C)cc3)n2)cc1,-9,1.3,16,22,6,-2,-1.2,104,105
Cc1ccccc1NC(=O)c1ccccn1,-3,-1.1,32,-2,-1,1,-0.1,97,96
CCOC(=O)c1c(C)nc2sc(C(=O)Nc3ccccc3)c(N)c2c1-c1ccc(OC)cc1,-15,1.3,-6,x,2,x,0.0,96,104
CC(=O)c1ccc(N2CCN(C(=O)c3cccs3)C(C)C2)c(F)c1 (configuration not stated),3,7.5,23,34,3,-2,9.4,112,108
CCCCn1c(CCNC(=O)CC)nc2ccccc21,-4,-0.2,57,x,4,x,-1.4,107,105
NNC(=O)c1cccn(Cc2cccc(C(F)(F)F)c2)c1=O,-6,3.2,2,-2,-3,-10,2.8,93,93
COc1ccc(C2NC(=O)NC(C)=C2[N+](=O)[O-])cc1OC (configuration not stated),-12,0.2,2,11,-4,3,0.5,101,99
COc1ccc(NC(=O)C(Cc2ccccc2)n2cccc2)cc1OC (configuration not stated),-9,-0.4,27,x,-1,3,-1.9,99,98

# Full records, quoted from the list. Screens in order: GPR7 antag, V1R ag counter, PHOSPHO1 block, NALP1 inh, MEKK2mut PB1 HTS, GalR3 antagonist, OXTR ag, MEKK2wt PB1 HTS, MEKK3 PB1 HTS
# CC(C)(C)c1ccc(S(=O)(=O)N2CCCCC2)cc1 is listed with 1, -0.4, 4, 26, -1, -1, -2.6, 97, 97
# CCCCn1c(CCNC(=O)CC)nc2ccccc21 is listed with -4, -0.2, 57, x, 4, x, -1.4, 107, 105
# COc1cccc(CN2C(=O)C(C)Oc3ccccc32)c1 (configuration not stated) is listed with -5, -0.5, 6, 12, 11, -3, -2.2, 109, 109

# (next part)
SMILES,GPR7 antag,V1R ag counter,PHOSPHO1 block,NALP1 inh,MEKK2mut PB1 HTS,GalR3 antagonist,OXTR ag,MEKK2wt PB1 HTS,MEKK3 PB1 HTS
COc1ccc(NC(=O)CCCNC(=O)Cn2cnc3sc(C)c(C)c3c2=O)c(OC)c1,-18,-0.1,16,31,1,-8,0.8,108,106
Cn1c(=O)c2c(nc(NCCNC(=O)c3ccco3)n2Cc2ccc(Cl)cc2Cl)n(C)c1=O,-11,-0.4,24,8,3,-1,-0.7,106,99
CCOC(=O)/C=c1\s/c(=C\c2ccc3cc(OC)ccc3c2)c(=O)n1CC(=O)NCc1ccc2c(c1)OCO2,-9,0.1,21,-4,8,2,0.8,105,101
CC(C)(C)c1ccc(NC(=S)NCc2cccs2)cc1,-2,4.6,7,-12,-1,-4,-0.1,103,101
Cc1ccc(-c2cc(C(=O)O)c3cc(Br)ccc3n2)o1,3,1.4,44,8,-2,-3,0.0,92,70
CC(C)CC(=O)Nc1sc2c(c1C#N)CC(C)(C)NC2(C)C,2,2.3,-10,0,-12,-1,2.5,96,92
C(=N\Nc1nc(-c2cccnc2)nc2ccccc12)/c1ccccc1,-19,-0.6,24,-12,8,3,-1.6,107,105
COc1ccc(CC(=O)Nc2ccc(S(=O)(=O)Nc3nccs3)cc2)cc1,-8,0.2,4,21,-6,-2,0.5,97,100
COc1cccc(-c2noc(-c3ccc(Cl)nc3)n2)c1,-7,0.0,41,4,-7,-7,-1.3,98,102
CCOC(=O)C(NC(=O)c1ccc(F)cc1)(Nc1nnc(C)s1)C(F)(F)F (configuration not stated),-2,-1.0,15,6,8,2,-1.1,113,104
O=C(NCC1COc2ccccc2O1)C1C2C=CC3(CN(Cc4ccccc4Cl)C(=O)C13)O2 (configuration not stated),-1,-0.7,23,x,-2,-2,0.2,92,96

# Screening data: PubChem, several laboratories
